# From PubChem
# HepG2 viability – qHTS for Inhibitors of TGF-b: Cytotox Counterscreen; 410,000 tested, 0.76% active; Potency, µM (highest dose often 46.1 µM), without a hit: at the top dose activity change, negative = cytotoxicity, actives largely listed as cytotoxic; HepG2 CAGA-GFP viability, ATP luminescence, 18 h; note: potency is the fitted concentration of half-maximal effect; some results filed as inactive show a strong effect at the top dose
#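 HepG2 CAGA-GFP cells (1000/well, DMEM with 1% FBS) received compound, then TGF-beta at 500 pg/mL final, and were incubated 18 hours at 37 degrees C. Viability was read by CellTiter-Glo luminescence. Media-only wells were set as complete cell-killing and DMSO as no toxicity.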
# Nrf2 inh – Nrf2 qHTS screen for inhibitors | A549 ARE-Fluc reporter, luciferase luminescence, 18-24 h | Potency, µM (doses to about 46 µM), for inactives: at the highest dose activity change, negative = inhibition, usual class: inhibitors | 360,000 tested, 2.1% active | AID 504444, 2011; note: potency is the fitted concentration of half-maximal effect; % is set by controls: 0 for no effect and ±100 for the full control effect; nearly all actives have a fitted effect of over 60% in size
#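 A549 ARE_Fluc cells, 5000/well, 5% FBS OPTI-MEM; compounds in dose-response, 18-24 h at 37 °C/5% CO2; CellTiter-Fluor viability read (Ex 405/Em 525), then BugLite luciferase luminescence = Nrf2 activity.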
# A549 tox – Nrf2 qHTS screen for inhibitors: counterscreen for cytotoxicity; 390,000 tested, 0.16% active; A549 ARE-Fluc cells, CellTiter-Fluor viability, 18-24 h; Potency, µM (doses to about 46 µM), inactives show top-dose activity change, negative = cytotoxicity, usual class: inhibitors; note: potency is the fitted concentration of half-maximal effect; % is set by controls: 0 for no effect and ±100 for the full control effect
#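 Cytotoxicity counterscreen: CellTiter-Fluor fluorescence was measured in A549 ARE_Fluc cells after 18-24 h of compound exposure in a concentration series. The subsequent BugLite luminescent read reports ARE-luciferase activity.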
# Mm-Cpn inhibitor – Inhibitors of TCP-1 ring complex (TRiC) of Methanococcus maripaludis (MmCpn): qHTS. purified Mm-Cpn ATPase, ADP Transcreener TR-FRET. 330,000 tested, 0.031% active. Potency, µM (doses to about 76.9 µM), for inactives: top-dose activity, negative = inhibition, usual class: inhibitors; note: potency is the fitted concentration of half-maximal effect; % is set by controls: 0 for no effect and ±100 for the full control effect; nearly all actives have a fitted effect of over 80% in size
#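 Compound-treated chaperonin, 25 nM final, turns over 10 uM ATP at 37°C for 30 min following a 10 min preincubation; ADP generated competes with ADP-d2 for Eu-cryptate antibody, lowering FRET.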
# Nrf2 activator – qHTS of Nrf2 Activators | AREc32 ARE-luciferase reporter (MCF7-derived line), luminescence, 24 h | Potency, µM (highest dose often 46.1 µM), for the others: top-dose activation, usual class: activators | 410,000 tested, 0.31% active; note: potency is the fitted concentration of half-maximal effect; % of control where 0% means no effect; nearly all actives have a fitted effect of over 65% in size
#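 Cells of the AREc32 ARE-luciferase line are plated in OPTI-MEM containing 5% FBS and left overnight at 37 deg C. Compounds are pinned in, incubation continues 24 hr, and firefly luciferase signal is then measured.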
# CCT chaperon mod – High-Throughput Screening for Modulators of Cytosolic Chaperonin Activity | purified chaperonin ATPase assay, HTRF ADP detection, 30 min | activity change, % (no concentration beside the values), hits read low | 360,000 tested, 0.3% active | AID 651819, 2012; in the data active = activity change below about -30%; note: % is set by controls: 0 for no effect and ±100 for the full control effect
#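 First, chaperonin was dispensed at 40 nM or 20 nM final depending on batch activity. Next, compounds were pinned at 76 uM and ATP added at 10 uM. After 30 min at 37 °C, ADP detection reagents ran 30 min at ambient temperature.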
# Abeta rescue – qHTS for compounds that reverse cellular toxicity of Amyloid beta (A-beta) peptide in yeast: Primary Screen; yeast expressing A-beta42, growth rescue, OD600, 48 h; response scale: 0% DMSO, 100% iron-clioquinol control; 410,000 tested, 0.063% active; Potency, µM (doses to about 46.1 µM), for inactives: at the highest dose growth rescue, most hits filed as activators; note: potency is the fitted concentration of half-maximal effect; nearly all actives have a fitted effect of over 55% in size
#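 Yeast A-beta toxicity model in growth medium with pinned compounds, 48 h at 30 C; growth read as absorbance at 600 nm. Normalized to FeCl3/clioquinol equimolar mix (positive) and DMSO (negative).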
# TGFb SMAD3 inh – qHTS for Inhibitors of TGF-b; AID 588855, 2011; HepG2 CAGA-GFP TGF-b/SMAD3 reporter, GFP fluorescence, 18 h; TGF-beta stimulated, 500 pg/mL final; Potency, µM (titrated, usually from 46.1 µM), without a hit: at the top dose activity, negative = inhibition, actives largely listed as inhibitors; 410,000 tested, 1.2% active; note: potency is the fitted concentration of half-maximal effect; % is set by controls: 0 for no effect and ±100 for the full control effect; nearly all actives have a fitted effect of over 65% in size
#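 GFP signal (ex488/em500-530) from TGF-beta-stimulated HEPG2 CAGA-GFP cells, 500 pg/mL final, 18 h at 37 degrees C in DMEM plus 1% FBS, normalized to unstimulated and DMSO-stimulated controls.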
# Akt phos inh – HTS Assay for Inhibitors of Akt Phophorylation: Primary Screen; activity change, % for hits at 50 µM; 360,000 tested, 0.32% active; AID 651550, 2012; Neuro2A IGF-stimulated pAkt S473 HTRF, 20 min; stronger effect = lower value; in the data active = activity change below about -80%; inconclusive = mostly about -51% to -80%; note: % is set by controls: 0 for no effect and ±100 for the full control effect
#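 Neuro2A cells in DMEM with 0.5% FBS, overnight at 37 deg C, given compound at single 50 µM final, then IGF (6 nM final) for 20 min at 37 deg C. Lysed; phospho-Akt Ser473 by HTRF after 24 h, 665/615 ratio.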
# * = called active by the depositor; i = inactive; u = inconclusive; x = no result given; [ ] = remark or other dose. Unless noted, calls come from the whole dose curve; as a rule, active = well fitted curve in the direction sought with a large enough effect; inconclusive = small, poorly fitted or top-dose-only effect, or another doubt; inactive = no such curve, though single readings can be large; an effect the other way counts as inactive or inconclusive.
# Results follow in this order: HepG2 viability, Nrf2 inh, A549 tox, Mm-Cpn inhibitor, Nrf2 activator, CCT chaperon mod, Abeta rescue, TGFb SMAD3 inh, Akt phos inh
O=C(C1=C[C@H](c2ccc(Br)cc2)C[C@H](OCCCCO)O1)N1CCN(Cc2ccc3c(c2)OCO3)CC1
 : -19%, u, -10%, x, 4.9%, -0.5, 1%, -26%, i
CCC(C)(C)NC(=O)C(c1ccc(OC)cc1)N(C(=O)CCC(=O)Nc1cc(C)on1)c1cc(OC)ccc1OC (stereo unspecified)
 : -34%, -6%, -11%, 0%, 0.4%, 0.8, 12%, -29%, i
CC(C)(C)C1CCC(C(=O)Nc2ccc(N3CCOCC3)cc2N2CCOCC2)CC1 (stereo unspecified)
 : 5%, 4%, 2%, -19%, -0.1%, 0.8, 8%, -3%, i
CCCN1C(=O)N(C)C(N(O)C(=O)NC)C1(C)C (stereo unspecified)
 : 4%, x, -9%, 0%, -0.6%, -1.4, 5%, 1%, i
Cc1cccc(NC(=O)CN2C(=O)N/C(=C\c3ccc(N4CCOCC4)cc3)C2=O)c1
 : -3%, u, -19%, 0%, 2.9%, 0.4, -9%, -8%, i
CC(C)CNC1CCS(=O)(=O)C1 (stereo unspecified)
 : 1%, 4%, 3%, 2%, 0.4%, -0.5, 1%, 8%, i
OCc1nnn(-c2cccc(C(F)(F)F)c2)c1CO
 : -30%, 12%, -3%, 2%, -0.5%, -2.0, 21%, u, i
O=C(c1ccc(NS(=O)(=O)c2ccc(Cl)c(Cl)c2)cc1)N1CCOCC1
 : -9%, -15%, 5%, -1%, -0.4%, -4.3, -2%, 0%, i
COc1ccccc1N(C)S(=O)(=O)c1ccc(Cl)c(C(=O)NCC2(N(C)C)CCCCC2)c1
 : -14%, 12%, 1%, -1%, 0.5%, -0.3, 2%, -16%, i
Cc1ccccc1Cc1c(C)nc2nc(SCC(=O)NCCCN3CCCCC3)nn2c1C
 : -12%, u, u, 0%, 0.0%, -4.2, 4%, 15%, i
CC(=O)N1CCOc2ccc(S(=O)(=O)Nc3ccc(Cl)cn3)cc21
 : 11%, 12%, -13%, -1%, -0.5%, -4.9, -10%, 5%, i
CCn1cc(Br)c(C(=O)Nc2ccc(F)cc2F)n1
 : -3%, u, u, -2%, 7.0%, -1.5, 1%, -2%, i
O=C(NNC(=S)Nc1ccc(Br)cc1)c1ccccc1Br
 : -49%, 8%, 7%, 0%, 14%, -2.9, u, -27%, i
COc1ccc(N2CC(NC(=O)/C=C\c3ccc(OC)c(OC)c3)CC2=O)cc1 (stereo unspecified)
 : -1%, x, 14%, x, 4.6%, x, 0%, 19%, x
COc1ccc(CN2C[C@@H](CO)O[C@@H](n3cnc4c(NCCCO)ncnc43)C2)cc1
 : 0%, x, x, x, -0.9%, 1.6, 7%, 16%, i
CN(C(=O)COC(=O)COc1ccc(Cl)cc1Cl)c1c(N)n(Cc2ccccc2)c(=O)[nH]c1=O
 : -3%, 2%, -9%, 1%, 0.1%, -0.5, -14%, -4%, i
O=C(CSc1nc2ccc(Nc3nc(N4CCCC4)nc(N4CCCC4)n3)cc2s1)NCc1ccco1
 : -2%, u, -8%, -2%, 0.6%, -0.4, 2%, 16%, i
Cc1nnc(-n2ncc(C#N)c2N)c2nn(-c3cccc(Cl)c3)c(C)c12
 : -35%, 4%, -25%, 0%, -0.1%, -2.1, 2%, -5%, x
COc1ccc(N(CC(=O)N2CCOCC2)S(C)(=O)=O)cc1Cl
 : 13%, 2%, 1%, 0%, -0.1%, 1.0, -5%, 6%, i
O=C(CSc1nc2ccccc2o1)c1ccccc1
 : 23%, x, 1%, 2%, 3.8%, -1.0, 0%[9.22 µM], 16%, i
O=C1c2ccccc2[C@@H]2C[C@@H](O)[C@H](Nc3ccccc3)CCN12
 : -36%, -3%, 4%, 0%, 0.1%, -1.3, -3%, 2%, i
C[C@@H]1CCCCO[C@@H](CN(C)Cc2ccc(Cl)c(Cl)c2)[C@@H](C)CN([C@H](C)CO)C(=O)c2cc(NC(=O)CCC(F)(F)F)ccc2O1
 : -25%, x, x, x, -1.4%, -0.6, 7%, u, i
CN(CCOc1ccccc1)C(=O)C1CCC(=O)N(CCc2ccc(Cl)cc2)C1 (stereo unspecified)
 : 4%, u, -7%, -2%, 6.7%, 2.8, -8%, -18%, i
Cc1ccc(C2CC(=O)C=C(Nc3ccc(Cl)cc3)C2)cc1 (stereo unspecified)
 : -8%, -25%, -17%, 0%, -0.6%, 0.0, 4%, 1%, i
Cc1ccnc(NS(=O)(=O)c2ccc(NC(=O)CCc3ccccc3)cc2)n1
 : 7%, -8%, 5%, 0%, -0.7%, 1.1, 3%, 0%, i
Clc1ccc(-[n+]2c(-c3cccc(Br)c3)[nH]c3nc4ccccc4nc32)cc1
 : 1%, u, -7%, 3%, 0.1%, -1.2, -18%, -4%, i
Cc1cc(C)cc(OC(C)C(=O)Nc2c(C(=O)c3ccccc3)oc3ccccc23)c1 (stereo unspecified)
 : -42%, -10%, -2%, x, -0.2%, x, -1%, 1%, x
COc1ccc(CS(=O)(=O)CC(C)(O)c2ccccc2Cl)cc1 (stereo unspecified)
 : -8%, -14%, 0%, 1%, -1.1%, 1.1, 17%, -8%, i
N#Cc1ccccc1Cn1nnc2c(=O)[nH]c(C3CCCN(S(=O)(=O)c4ccc(F)cc4)C3)nc21 (stereo unspecified)
 : -15%, 8%, 2%, x, -0.6%, x, -8%, -2%, x
CC(=O)N1CCN(c2nnc(-c3ccc(C)cc3)c3ccccc23)CC1
 : -1%, -21%, 1%, 2%, 0.8%, 2.6, 3%, 0%, i

# Limited to CCT chaperon mod and Nrf2 inh, for some of the entries so far:
SMILES	CCT chaperon mod	Nrf2 inh
CCCN1C(=O)N(C)C(N(O)C(=O)NC)C1(C)C (stereo unspecified)	-1.4	x
Cc1cccc(NC(=O)CN2C(=O)N/C(=C\c3ccc(N4CCOCC4)cc3)C2=O)c1	0.4	u

# (further entries)
# Results follow in this order: HepG2 viability, Nrf2 inh, A549 tox, Mm-Cpn inhibitor, Nrf2 activator, CCT chaperon mod, Abeta rescue, TGFb SMAD3 inh, Akt phos inh
O=S(=O)(Nc1nc2ccc(Cl)cc2s1)c1cccs1
 : 1%, u, 2%, -2%, 0.4%, -0.3, 9%, 0%, i
CCCSc1ccc([C@H]2N[C@@](C)(C(=O)OC)[C@H]3C(=O)N(C)C(=O)[C@@H]23)cc1OC
 : -12%, u, -3%, 0%, -1.2%, 0.0, 6%, -7%, i
Cc1cccc(Nc2nc(N)c(C#N)c(CC#N)c2C#N)c1
 : -8%, -26%, -3%, -28%, 2.1%, -1.8, -18%, -30%, i
CCCCNC(=O)c1cccc(NC(=O)c2nsc3ccccc23)c1
 : 2%, x, -4%, x, 0.8%, x, 11%, 1%, x
CCOc1cc(N2CCOCC2)c(OCC)cc1NC(=O)c1cc(S(=O)(=O)N2CCOCC2)ccc1F
 : -7%, 7%, -8%, 2%, 0.0%, 0.2, -1%, 7%, i
COCC(C)N1CC(O)=C(c2nc(-c3ccc(Cl)cc3)cs2)C1=N (stereo unspecified)
 : -14%, -14%, -5%, -9%, 6.8%, -3.6, -3%, -2%, i
CC(=O)Nc1ccc2sc(NC(=O)CN3CCOCC3)nc2c1
 : -1%, -14%, 1%, -1%, -1.4%[9.22 µM], 0.1, 1%, 27%, i
O=C(C1CCCC1)N1CCCC(Nc2ccc(F)cc2)C1 (stereo unspecified)
 : -10%, -9%, -5%, 2%, -0.7%, -1.4, 1%, -10%, i
COc1cccc(NC(=O)Cn2c(=O)n(-c3ccc(C)cc3)c(=O)c3ccc(C(=O)NCc4ccco4)cc32)c1
 : -45%, 5%, 4%, x, 0.2%, x, -22%, u, x
Cc1cc(C)c(C)c(S(=O)(=O)N2CCN(Cc3nc4ccccc4[nH]3)CC2)c1C
 : -44%, 11%, 3%, 0%, 0.4%, 0.7, 25%, -33%, i

# Entries above with bromine (four):
# Results follow in this order: HepG2 viability, Nrf2 inh, A549 tox, Mm-Cpn inhibitor, Nrf2 activator, CCT chaperon mod, Abeta rescue, TGFb SMAD3 inh, Akt phos inh
O=C(C1=C[C@H](c2ccc(Br)cc2)C[C@H](OCCCCO)O1)N1CCN(Cc2ccc3c(c2)OCO3)CC1
 : -19%, u, -10%, x, 4.9%, -0.5, 1%, -26%, i
CCn1cc(Br)c(C(=O)Nc2ccc(F)cc2F)n1
 : -3%, u, u, -2%, 7.0%, -1.5, 1%, -2%, i
O=C(NNC(=S)Nc1ccc(Br)cc1)c1ccccc1Br
 : -49%, 8%, 7%, 0%, 14%, -2.9, u, -27%, i
Clc1ccc(-[n+]2c(-c3cccc(Br)c3)[nH]c3nc4ccccc4nc32)cc1
 : 1%, u, -7%, 3%, 0.1%, -1.2, -18%, -4%, i
